Bioassay records as filed in PubChem BioAssay.
TcdB GH inh: TcdB glycohydrolase inhibitors, primary screen, biochemical, single point, plate reader; TcdB glycohydrolase enzymatic assay; AID 652162, 2013; 350,000 tested, 0.24% active; Toxin B (Clostridioides difficile), P18177; inhibition, % at 9.99 µM; in the data active = inhibition above about 10%
An asterisk follows results filed as active. Only part of the results is shown, so the mix of outcomes need not match the whole.

SMILES	TcdB GH inh
C[C@@H]1CN([C@H](C)CO)C(=O)c2cc(C3=CCCC3)cnc2O[C@H]1CN(C)C(=O)NC1CCCC1	-0.2
O=C(C[C@H]1CC[C@@H](NC(=O)C2CCOCC2)[C@H](CO)O1)Nc1ccccc1	-1.1
CO[C@H]1CN(C)C(=O)c2cc(NC(=O)c3ccc4c(c3)OCO4)ccc2OC[C@@H](C)N(CCC(F)(F)F)C[C@H]1C	-9.4
C[C@H](CO)N1C[C@H](C)[C@H](CN(C)S(=O)(=O)c2ccccc2)Oc2ccc(NC(=O)Cc3cn(C)c4ccccc34)cc2C1=O	-0.8
C[C@H]1CN([C@@H](C)CO)C(=O)c2cc(NC(=O)NC3CCCCC3)ccc2O[C@@H]1CN(C)S(C)(=O)=O	-1.4
CCCC#Cc1cnc2c(c1)C(=O)N([C@@H](C)CO)C[C@@H](C)[C@H](CN(C)C(=O)CCN1CCCCC1)O2	-0.2
C[C@@H]1CN([C@@H](C)CO)C(=O)c2cc(C#CCN(C)C)cnc2O[C@@H]1CN(C)Cc1cccc(C(=O)O)c1	0.2
O=C(CCN1CCCCC1)NCC[C@H]1CC[C@@H](NS(=O)(=O)c2cccc(Cl)c2)[C@H](CO)O1	0.1
CN(C)CC(=O)N1[C@@H](C#N)[C@@H](c2ccccc2-c2ccc(C(=O)N(C)C)cc2)[C@@H]1CO	-1.9
CN(C)C(=O)C[C@H]1CC[C@@H]2[C@H](COC[C@H](O)CN2CC2CCCC2)O1	-5.1
CCCNC(=O)C[C@H]1CC[C@H]2[C@@H](COc3ccc(NC(=O)c4ccc(Cl)cc4)cc3C(=O)N2C)O1	0.0
O=C(C[C@@H]1C[C@H]2c3cc(NC(=O)Cc4ccncc4)ccc3O[C@H]2[C@H](CO)O1)NCc1ccc2c(c1)OCO2	-0.5
COC(=O)C[C@@H]1CC[C@H]2[C@H](COc3ccc(NS(=O)(=O)c4ccccc4Cl)cc3C(=O)N2C)O1	-0.1
CCNC(=O)[C@H]1[C@H](CO)[C@H]2Cn3c(ccc(C4=CCCC4)c3=O)[C@H]2N1C(=O)CC1CC1	0.6
CC=Cc1ccc2n(c1=O)C[C@@H]1[C@@H](CO)[C@H](C(=O)NCC3CC3)[C@H]2N1C(=O)c1ccccc1 (mixture of isomers)	0.5
C[C@H](CO)N1C[C@H](C)[C@@H](CN(C)C(=O)c2ccccc2)OCc2ccccc2-c2c(n(C)c3ccccc23)C1=O	0.8
C[C@@H]1CN([C@@H](C)CO)C(=O)c2cc(NC(=O)CCCN(C)C)ccc2O[C@H]1CN(C)S(=O)(=O)c1cccs1	-2.7
Cc1noc(C)c1NC(=O)N(C)C[C@H]1OCCCC[C@@H](C)Oc2ccc(NS(=O)(=O)c3ccc(F)cc3)cc2C(=O)N([C@@H](C)CO)C[C@H]1C	0.8
C[C@@H]1CN([C@H](C)CO)C(=O)c2cccc(NS(=O)(=O)c3ccccc3)c2O[C@@H]1CN(C)Cc1ccc(Oc2ccccc2)cc1	1.1
CO[C@@H]1CC[C@@H]2CCOc3ccc(C#N)cc3C(=O)N(C)C[C@H](C)C(=O)N(C)C[C@@H]1O2	0.5
O=C(C[C@@H]1CC[C@H]2[C@@H](COC[C@@H](O)CN2C(=O)c2cnccn2)O1)NCc1ccccc1	-0.1
CC(C)NC(=O)N(C)C[C@H]1Oc2ccc(NC(=O)NC3CCCCC3)cc2CC(=O)N([C@@H](C)CO)C[C@@H]1C	-0.6
CCS(=O)(=O)N1CCCCN2[C@H](CO)[C@@H](c3ccc(C#Cc4ccccn4)cc3)[C@@H]2C1	-0.5
CN(C)C(=O)C[C@@H]1C[C@H]2c3cc(NC(=O)NC4CCCCC4)ccc3O[C@H]2[C@@H](CO)O1	0.5
O=C(O)C[C@H]1C[C@H]2c3cc(NC(=O)Nc4ccccc4)ccc3O[C@H]2[C@H](CO)O1	-1.2
C[C@H]1CN([C@@H](C)CO)C(=O)c2cc(NC(=O)CCC(F)(F)F)ccc2O[C@H]1CN(C)Cc1ccc(C(F)(F)F)cc1	1.8
C[C@@H](NC(=O)C[C@H]1CC[C@H]2[C@@H](COc3ccc(NS(=O)(=O)c4ccc(Cl)cc4)cc3C(=O)N2C)O1)c1ccccc1	-0.1
C[C@H](C(=O)N(C)C[C@H]1OCc2ccccc2-c2ccccc2C(=O)N([C@@H](C)CO)C[C@@H]1C)c1ccccc1	0.3
O=C(NCC[C@H]1CC[C@H](NC(=O)c2cccnc2)[C@H](CO)O1)Nc1ccc(F)cc1	-5.2
CO[C@@H]1CN(C)C(=O)c2cc(NS(=O)(=O)c3ccc(F)cc3)ccc2OC[C@@H](C)N(C)C[C@H]1C	-14.7
C[C@@H]1CN([C@@H](C)CO)C(=O)c2cc(NS(C)(=O)=O)ccc2O[C@@H]1CN(C)CC1CCCCC1	0.0
CC(=O)Nc1ccc2c(c1)C(=O)N(C)[C@@H]1CC[C@H](CC(=O)NCc3ccc(F)cc3)O[C@@H]1CO2	0.5
COCC(=O)N(C)C[C@H]1Oc2cc(-c3ccc(OC)cc3)ccc2S(=O)(=O)N([C@@H](C)CO)C[C@@H]1C	2.1
CC(C)C#Cc1ccc2c(c1)O[C@@H](CN(C)Cc1cccnc1)[C@@H](C)CN([C@@H](C)CO)S2(=O)=O	-0.6
COc1ccc(CN(C)C[C@H]2Oc3c(NC(=O)Nc4ccc(OC)cc4)cccc3C(=O)N([C@@H](C)CO)C[C@@H]2C)cc1	0.7
O=C(C[C@H]1C[C@@H]2c3cc(NC(=O)NC4CCCC4)ccc3O[C@@H]2[C@@H](CO)O1)NCc1ccc(Oc2ccccc2)cc1	0.2

Individual results from the results shown.
For TcdB GH inh, C[C@@H]1CN([C@@H](C)CO)C(=O)c2cc(NS(C)(=O)=O)ccc2O[C@@H]1CN(C)CC1CCCCC1 shows 0.0
For TcdB GH inh, O=C(O)C[C@H]1C[C@H]2c3cc(NC(=O)Nc4ccccc4)ccc3O[C@H]2[C@H](CO)O1 shows -1.2

Next section
SMILES	TcdB GH inh
Cc1cccc(S(=O)(=O)N(C)C[C@@H]2OCc3ccccc3-c3c(n(C)c4ccccc34)C(=O)N([C@H](C)CO)C[C@@H]2C)c1	1.0
C[C@@H]1CCCCO[C@H](CN(C)Cc2ccccc2)[C@@H](C)CN([C@H](C)CO)C(=O)c2cc(NC(=O)Nc3ccccc3)ccc2O1	0.7
Cc1noc(C)c1NC(=O)N(C)C[C@@H]1OCCCC[C@H](C)Oc2ccc(NS(=O)(=O)c3ccccc3)cc2C(=O)N([C@H](C)CO)C[C@@H]1C	-0.6
CC(=O)N(C)C[C@@H]1Oc2cc(C#Cc3cccnc3)ccc2S(=O)(=O)N([C@@H](C)CO)C[C@H]1C	-0.4
Cc1ccc(S(=O)(=O)N(C)C[C@@H]2OCCCC[C@@H](C)Oc3ccc(NS(=O)(=O)c4ccccc4)cc3C(=O)N([C@H](C)CO)C[C@H]2C)cc1	1.4
O=C(CC1CC1)N1CC(=O)N2[C@H](CO)[C@@H](c3ccc(C#Cc4ccc(F)cc4)cc3)[C@H]2C1	-7.2
O=C(C[C@@H]1CC[C@@H]2[C@H](COC[C@@H](O)CN2Cc2cccc(-c3ccncc3)c2)O1)N1CCN(c2ccccc2)CC1	-1.7
C[C@H]1CN([C@@H](C)CO)C(=O)c2cc(-c3cccc(C(=O)N(C)C)c3)cnc2O[C@@H]1CN(C)C	-0.9
C[C@@H]1CN([C@H](C)CO)C(=O)c2c(c3ccccc3n2C)-c2ccccc2CO[C@@H]1CN(C)Cc1cccc(C(=O)O)c1	0.3
COCC(=O)N1C[C@@H](C)[C@H](OC)CN(C)C(=O)c2ccc(NC(=O)C3CCC3)cc2OC[C@H]1C	0.0
C[C@@H]1CCCCO[C@@H](CN(C)S(=O)(=O)c2ccccc2)[C@@H](C)CN([C@H](C)CO)C(=O)c2cc(NS(=O)(=O)c3ccccc3)ccc2O1	-0.4
Cn1cnc(CCNC(=O)C[C@@H]2CC[C@H]3[C@@H](COC[C@@H](O)CN3C(=O)C3CCCC3)O2)c1	-0.9

Exported bar-delimited: part of the list above.
structure | TcdB GH inh
Cc1noc(C)c1NC(=O)N(C)C[C@@H]1OCCCC[C@H](C)Oc2ccc(NS(=O)(=O)c3ccccc3)cc2C(=O)N([C@H](C)CO)C[C@@H]1C | -0.6
CC(=O)N(C)C[C@@H]1Oc2cc(C#Cc3cccnc3)ccc2S(=O)(=O)N([C@@H](C)CO)C[C@H]1C | -0.4
Cc1ccc(S(=O)(=O)N(C)C[C@@H]2OCCCC[C@@H](C)Oc3ccc(NS(=O)(=O)c4ccccc4)cc3C(=O)N([C@H](C)CO)C[C@H]2C)cc1 | 1.4
O=C(CC1CC1)N1CC(=O)N2[C@H](CO)[C@@H](c3ccc(C#Cc4ccc(F)cc4)cc3)[C@H]2C1 | -7.2
O=C(C[C@@H]1CC[C@@H]2[C@H](COC[C@@H](O)CN2Cc2cccc(-c3ccncc3)c2)O1)N1CCN(c2ccccc2)CC1 | -1.7
C[C@H]1CN([C@@H](C)CO)C(=O)c2cc(-c3cccc(C(=O)N(C)C)c3)cnc2O[C@@H]1CN(C)C | -0.9

(cont.)
SMILES	TcdB GH inh
O=C(c1ccccn1)N1C[C@@H]2[C@H](c3ccccc31)[C@@H](CO)N2C(=O)Nc1ccccc1Cl	-0.1
O=C(c1cccc(F)c1)N1C[C@H]2[C@@H](c3ccccc31)[C@H](CO)N2C(=O)c1cccc(F)c1	-2.7
CN1c2ccc(C3=CCCCC3)cc2[C@H]2[C@H](CCN2C(=O)C2CCC2)[C@@H]1CO	-1.5
CO[C@@H]1CN(C)C(=O)c2cc(NS(C)(=O)=O)ccc2OC[C@@H](C)N(S(C)(=O)=O)C[C@@H]1C	-1.7
Cc1ccccc1S(=O)(=O)NCC[C@@H]1CC[C@@H](NC(=O)C2CC2)[C@@H](CO)O1	-0.6
CC(C)NC(=O)Nc1cccc2c1O[C@H](CN(C)Cc1ccc(Oc3ccccc3)cc1)[C@H](C)CN([C@H](C)CO)C2=O	0.1
C[C@@H]1CN([C@@H](C)CO)C(=O)c2cc(NC(=O)C3CCCCC3)ccc2O[C@H]1CN(C)C	-0.6
COC(=O)[C@@H]1[C@@H](CO)[C@@H]2Cn3c(ccc(/C=C/c4ccccc4)c3=O)[C@H]1N2C(=O)C1CCC1	0.9
CO[C@H]1CN(C)C(=O)c2ccc(NC(=O)Cc3ccccc3)cc2OC[C@H](C)N(C(C)=O)C[C@H]1C	-1.1
C[C@@H]1CN([C@@H](C)CO)C(=O)c2cccc(NC(=O)c3cnccn3)c2O[C@H]1CN(C)C(=O)Nc1ccc2c(c1)OCO2	-0.2
CO[C@H]1CN(C)C(=O)c2cc(NS(=O)(=O)c3cn(C)cn3)ccc2OC[C@@H](C)NC[C@H]1C	1.2
C[C@H](CO)N1C[C@H](C)[C@@H](CN(C)C)Oc2cc(C#CCN(C)C)ccc2S1(=O)=O	-0.5
CCCNC(=O)C[C@H]1CC[C@@H]2[C@@H](COc3ccc(NC(=O)C4CCCC4)cc3C(=O)N2C)O1	2.8
COC(=O)C[C@H]1CC[C@H]2[C@@H](COc3ccc(NC(=O)Nc4cccc(Cl)c4)cc3C(=O)N2C)O1	0.3
C[C@H]1CN([C@@H](C)CO)C(=O)c2cc(-c3cccc(F)c3)cnc2O[C@@H]1CN(C)CC1CCOCC1	0.8
CO[C@@H]1CN(C)C(=O)c2ccc(NC(=O)Nc3cccc(F)c3)cc2OC[C@@H](C)N(C(=O)Nc2c(C)noc2C)C[C@@H]1C	-0.4
CNC(=O)C[C@@H]1CC[C@H]2[C@@H](COc3ccc(NC(=O)c4ccccc4Cl)cc3C(=O)N2C)O1	-0.3
CCNC(=O)[C@H]1[C@H](CO)[C@H]2Cn3c(ccc(-c4ccccc4)c3=O)[C@H]2N1C(=O)C1CCC1	-0.3
O=C(N[C@@H]1CC[C@H](CCNC(=O)C2CCCCC2)O[C@H]1CO)c1ccccn1	-3.1
CO[C@H]1CN(C)C(=O)c2cc(NS(=O)(=O)CC(F)(F)F)ccc2OC[C@@H](C)N(Cc2ccccn2)C[C@H]1C	-8.8
O=S(=O)(Cc1ccccc1)N1CCCCN2[C@@H](CO)[C@@H](c3ccc(-c4cccnc4)cc3)[C@@H]2C1	0.9
C[C@H](CO)N1C[C@H](C)[C@@H](CN(C)C(=O)Nc2ccc(F)cc2)OCCCC[C@H](C)Oc2ccc(NS(=O)(=O)c3ccc(Cl)cc3)cc2C1=O	0.1
C[C@@H]1CCCCO[C@@H](CN(C)Cc2ccc(C(=O)O)cc2)[C@H](C)CN([C@@H](C)CO)C(=O)c2cc(NC(=O)Cc3ccccc3)ccc2O1	-0.1
Cc1cc(C(=O)Nc2cccc3c2O[C@H](CN(C)S(=O)(=O)c2ccc(F)cc2)[C@@H](C)CN([C@@H](C)CO)C3=O)n(C)n1	0.5
N#C[C@H]1N[C@@H](CO)[C@H]1c1ccc(C#CC2CCCCC2)cc1	0.8
C[C@H](CO)N1C[C@H](C)[C@H](CN(C)Cc2ccc3c(c2)OCO3)Oc2ccc(NS(=O)(=O)c3cccs3)cc2C1=O	0.0
C[C@H](CO)N1C[C@H](C)[C@H](CN(C)C(=O)[C@H]2CCCN2C)OCc2ccccc2-c2ccccc2C1=O	0.2
COc1cccc(NC(=O)C[C@@H]2CC[C@@H]3[C@@H](COc4ccc(NC(C)=O)cc4C(=O)N3C)O2)c1	0.8
O=C(NC[C@H]1[C@@H](c2ccccc2)[C@H](CO)N1C(=O)Cc1cccnc1)C1CC1	1.1
CO[C@H](CN(C)S(=O)(=O)c1cccc(Cl)c1)[C@H](C)CN(C(=O)Nc1ccccc1F)[C@@H](C)CO	0.8
C[C@H](CO)N1C[C@H](C)[C@@H](CN(C)C(=O)CCC(F)(F)F)OCCCC[C@H](C)Oc2ccc(N(C)C)cc2C1=O	-33.4
O=C(c1cccnc1)N1CC[C@@H]2[C@H](CO)Nc3ccc(C4=CCCCC4)cc3[C@@H]21	3.8
C[C@H]1CN([C@@H](C)CO)C(=O)c2cc(NC(=O)Nc3cccc4ccccc34)ccc2O[C@@H]1CN(C)C(=O)Nc1ccc2c(c1)OCO2	-1.3
CCS(=O)(=O)Nc1ccc2c(c1)C(=O)N(C)C[C@@H](OC)[C@H](C)CN(Cc1cccnc1)[C@H](C)CO2	-2.5
